STAT3 activator = activators of IL-6 induced STAT3 signaling; activation (% of control), % at 5.6 µM; actives 0.91% (n = 190,000); U3A cells, IL-6 STAT3-luciferase reporter, luminescence; 100% = signal with IL-6 EC80 alone;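 active means activation above the screen-wide mean of compound activation plus 3 SD, cut at about 130% in these data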;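 further: 0% = background luminescence of wells with medium and substrate only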
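Material: STAT1-lacking human U3A cells, STAT3 luciferase reporter | Benchmarks: IL-6-only wells as 100% reference | Probe or stimulus: IL-6 (33 ng/mL) | Timing: Compound 1 h, then IL-6 6 h at 37 °C | Detection: Luminescence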
APP 5'UTR act = activates APP 5'UTR luciferase reporter. AID 1276. actives 1% (n = 190,000). SH-SY5Y APP 5'UTR luciferase reporter, luminescence; zero percent = DMSO vehicle wells. activation, % at 2 µM;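 active means activation above a set limit, based on mean plus 3 SD of controls, cut at about 140% in these data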; further: values of inactives mirror those of a sister screen read the other way
APP 5UTR inh = APP translation inhibition | SH-SY5Y APP 5'UTR-luciferase reporter, luminescence | inhibition, % at 2 µM | actives 0.82% (n = 190,000) | AID 1285;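 active means inhibition above a set limit, derived from the sample mean plus 3 SD, cut at about 45% in these data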; further: values of inactives mirror those of a sister screen read the other way
STAT3 blocker = reduces IL-6 driven STAT3 reporter signal; inhibition, % at 5.5 µM; U3A cells, IL-6 STAT3-luciferase reporter, luminescence; host cell line lacks STAT1; AID 862; actives 0.89% (n = 190,000);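 active means inhibition above the mean inhibition across all screened compounds plus 3 SD, cut at about 44% in these data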;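 further: 0% = DMSO only wells and 100% = 100 µM nifuroxazide control wells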
Hsp70 activator = Hsp70 transcriptional activation, primary screen. HeLa Hsp70 promoter luciferase reporter, luminescence; scaled: vehicle 0, proteasome-inhibitor control 100%. activation, % at 10 µM. actives 0.04% (n = 200,000);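 active means activation above the mean across all tested compounds plus 3 SD, cutoff set per campaign, cut at about 5.5% in these data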;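 further: 100% = MG132 at 30 µM as the positive control and 0% = DMSO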
STAT1 act = activators of IFN-gamma induced STAT1 signaling | actives 2.6% (n = 200,000) | activation (% of control), % at 5.5 µM | AID 932 | NIH 3T3 STAT1-luciferase reporter, luminescence; 100% = IFN-gamma alone, no compound;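 active means activation above the screen-wide mean activation plus 3 SD, cut at about 130% in these data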;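 further: raw ratio to IFN-gamma control signal so 100% means no change and 0% no light; values of inactives mirror those of a sister screen read the other way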
RAM network inh = inhibitors of the yeast RAM network; inhibition, % at 50 µM; AID 868; actives 1.8% (n = 190,000); S. cerevisiae dse1pr::URA3 reporter, 5-FOA growth OD615, 2 d; analog-sensitive cbk1-as2 kinase mutant strain;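 active means inhibition above a set limit, 3 SD over mean compound inhibition, cut at about 8.4% in these data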;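 further: 0% = DMSO-only wells with no growth and 100% = 10 µM 1-NA-PP1 full growth; inhibition rescues growth on 5-FOA so higher OD means more RAM inhibition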
NF-kB expr up = raises NF-kB expression in human neuronal cells; NF-kB reporter expression; hits give high values; fold change at 12.5 µM; actives 1.6% (n = 190,000); AID 1239; in the data active means fold change above about 3.3
STAT1 blocker = reduces IFN-gamma driven STAT1 reporter signal; inhibition, % at 5.5 µM; actives 0.35% (n = 200,000); NIH 3T3 STAT1-luciferase reporter, luminescence;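 active means inhibition above a set limit, the mean inhibition across all tested compounds plus 3 SD, cut at about 34% in these data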;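 further: 0% = IFN-gamma with DMSO and 100% = IFN-gamma with 300 µM nifuroxazide; values of inactives mirror those of a sister screen read the other way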
FLuc inh counter = Photinus pyralis luciferase inhibition counter-screen | ATPLite firefly luciferase biochemical luminescence, 10 min | AID 1006 | P08659 | inhibition, % at 10 µM | actives 1.5% (n = 200,000);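 active means inhibition above about 50% when tested at 10 µM, limit read from the data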
Target sequence (P08659 whole entry, looked up): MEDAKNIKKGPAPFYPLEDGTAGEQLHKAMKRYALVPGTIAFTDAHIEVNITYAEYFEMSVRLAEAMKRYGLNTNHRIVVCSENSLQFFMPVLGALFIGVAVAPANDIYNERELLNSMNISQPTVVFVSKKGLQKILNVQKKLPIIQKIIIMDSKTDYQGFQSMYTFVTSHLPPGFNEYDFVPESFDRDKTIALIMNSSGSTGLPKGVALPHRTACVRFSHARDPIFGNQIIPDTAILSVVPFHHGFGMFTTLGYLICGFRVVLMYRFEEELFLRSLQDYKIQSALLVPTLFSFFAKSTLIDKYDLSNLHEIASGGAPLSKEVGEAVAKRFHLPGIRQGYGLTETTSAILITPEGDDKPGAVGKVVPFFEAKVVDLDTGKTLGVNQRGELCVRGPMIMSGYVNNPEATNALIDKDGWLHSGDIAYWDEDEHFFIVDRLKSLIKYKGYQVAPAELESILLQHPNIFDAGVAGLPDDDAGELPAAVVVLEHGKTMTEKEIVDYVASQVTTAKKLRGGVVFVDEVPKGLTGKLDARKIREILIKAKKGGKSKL
* marks the source's active call; other numbers are inactive results; . = no result given. These rows are one share of the data (hit frequency here may not be typical).

Below each compound – Hsp70 activator	RAM network inh	NF-kB expr up	STAT3 blocker	STAT1 blocker	APP 5UTR inh	APP 5'UTR act	STAT1 act	FLuc inh counter	STAT3 activator
1: COc1ccccc1OCCCn1cc(C(=O)C2CC2)c2ccccc21
  -0.1	3.9	1	4.9	2.4	-1.9	1.9	96.0	-2.2	101.9
2: O=C(NCCO)c1nsnc1NCCCl
  0.2	-0.2	1.3	5.9	-6.5	3.6	-3.6	105.0	4.9	101.0
3: CCOc1ccc(-n2c(O)c(C=Nc3ccc(N4CCOCC4)cc3)c(=O)[nH]c2=O)cc1
  0.1	1.9	2.24	15.3	-1.3	-11.1	11.1	101.2	-2.0	96.4
4: Cc1cccc(OC(=O)N2CCOCC2)c1
  0.1	1.2	1.02	5.3	-4.7	-2.6	2.6	105.8	1.9	99.2
5: Cc1cccc(OCC(=O)N2CCN(Cc3cccnc3)CC2)c1
  -0.4	-1.4	1.18	-5.1	-6.0	11.5	-11.5	104.4	-1.6	107.2
6: Cc1ccsc1-c1nc(CSCC(=O)N2CCC3(CC2)OCCO3)c(C)o1
  -0.2	0.3	1.05	-0.4	-2.1	2.9	-2.9	101.9	-8.4	102.6
7: CC(=O)Nc1ccccc1C(=O)C(=O)Nc1cccc(C(=O)N2CCC3(CC2)OCCO3)c1
  0.0	1.2	1.13	4.5	1.4	2.0	-2.0	98.4	-6.9	102.8
8: CN(C)c1ccc(/C=C/C=C2/C(=O)NC(=O)N(c3ccccc3)C2=O)cc1
  -0.5	25.8*	1.15	20.7	1.1	0.7	-0.7	97.0	52.9*	85.0
9: CN1C2CCC1/C(=C/c1ccccn1)C(=O)/C2=C\c1ccccn1
  18.3*	1.9	0.47	52.7*	-118.1	94.6*	-94.6	209.1*	-9.2	57.0
10: CN1CCc2nc(N)c(C#N)c(-c3ccccc3)c2C1
  -0.3	0.8	0.75	13.4	10.5	12.7	-12.7	90.6	-4.1	91.4
11: O=C(COc1ccc(Br)cc1)N1CCN(Cc2ccncc2)CC1
  -0.6	0.3	1.12	2.2	-5.8	-1.4	1.4	105.3	-5.6	103.0
12: CCCCN1C(=O)C(C2c3ccccc3C(=O)N2Cc2ccccc2)C(=O)NC1=S (stereo not drawn)
  -0.3	-0.9	0.97	1.9	9.2	8.8	-8.8	91.6	-4.7	102.4
13: CC1(C(O)(C#CCN2CCCCC2)c2ccccc2)CCCC1 (stereo not drawn)
  0.1	-0.9	1.02	-4.0	2.5	6.2	-6.2	96.4	-1.6	107.6
14: O=C1NC(=O)C(=Cc2ccc3c(c2)OCO3)C(=O)N1
  -0.2	3.0	1.11	-3.2	-11.7	-22.0	22.0	108.9	-2.4	105.9
15: O=C(O)CCCc1ccc(N(CCCl)CCCl)cc1
  0.2	9.8*	0.87	9.9	4.7	-6.7	6.7	95.7	-1.3	93.3
16: O=C(NC[P+](=O)O)OCc1ccccc1
  0.1	0.7	0.91	4.2	4.5	2.0	-2.0	95.9	-5.8	98.0
17: COc1ccc(Br)cc1CN1CCN(CCO)CC1
  -0.2	-0.1	0.95	2.9	-1.9	-9.3	9.3	101.8	-5.4	105.2
18: Cc1nn(Cc2ccccc2)c(C)c1C=C1C(=O)NC(=S)NC1=O
  0.1	0.0	1.11	-9.4	0.4	12.7	-12.7	99.7	-5.9	105.6
19: Cc1ccc(OP(=O)(NC(C)c2ccccc2)Oc2ccc(C)cc2)cc1 (stereo not drawn)
  -0.4	4.7	1.04	-10.0	-5.8	-10.5	10.5	103.9	2.6	112.8
20: CCC(=Nc1ccc(OC)cc1OC)c1c(O)n(C)c(=O)n(C)c1=O
  -0.2	1.8	0.77	11.6	9.6	-13.1	13.1	91.2	3.5	92.1
21: O=C(c1ccc(-c2ccccc2)cc1)C1CCCN(Cc2ccn[nH]2)C1 (stereo not drawn)
  -0.3	0.5	1.07	24.8	8.3	-0.8	0.8	92.1	-5.6	82.9
22: COc1ccccc1N1C(=O)NC(=O)/C(=C\c2cnn(-c3ccccc3)c2)C1=O
  -0.2	0.9	1.16	-1.7	-19.6	7.0	-7.0	114.5	-0.6	105.5
23: COC(=O)CC1(Cc2ccccc2)C(=O)NC(=O)NC1=O
  -0.2	0.3	0.97	1.1	6.2	-6.5	6.5	94.3	-4.7	102.5
24: O=c1c2ccccc2nc(N2CCCC2)n1-c1ccc(Cl)cc1
  -0.3	0.9	0.89	16.3	3.7	-9.3	9.3	96.7	-4.9	90.5
25: c1ccc(C(OCCN2CCNCC2)c2ccccc2)cc1
  -0.1	2.3	1.31	1.9	-3.6	-4.3	4.3	103.3	-5.0	102.9
26: CC1=C(/C=C/c2ccccc2)CCN(C)C1
  -0.2	0.1	1.14	22.8	1.8	-6.9	6.9	98.4	0.3	86.9
27: O=C(c1cccc2ccccc12)C1CCCN(C2CCC2)C1 (stereo not drawn)
  -0.4	-0.8	0.95	1.5	-4.5	-9.5	9.5	102.6	-3.3	102.6
28: Clc1ccc(C2N3CCCN23)c(Cl)c1 (stereo not drawn)
  0.0	0.7	1.09	-3.4	7.4	9.8	-9.8	92.1	1.6	102.7
29: COc1ccc(C(C)=O)cc1CC(C(=O)c1ccc(F)cc1)N(C)C (stereo not drawn)
  -0.5	0.6	1.01	12.8	2.9	-4.8	4.8	97.4	-2.4	91.3
30: O=C(O)c1cc2ccccc2oc1=O
  -0.3	0.8	1.46	-18.5	-4.8	-5.2	5.2	104.4	-1.6	119.1
31: C=CCc1cc(C=C2C(=O)N(C)C(=O)N(C)C2=O)cc(OCC)c1OCc1ccccc1
  -0.2	1.2	1.17	2.6	1.3	9.3	-9.3	98.8	-5.7	98.0
32: Cc1ccc(S(=O)(=O)N2CN3CCN(C3)C2)cc1
  -0.2	1.1	1.37	17.6	10.7	-3.7	3.7	90.3	-9.4	88.0
33: O=Cc1cn(Cc2cccc([N+](=O)[O-])c2)c2ccccc12
  -0.2	1.8	1.14	-0.2	-1.4	12.4	-12.4	101.2	-0.5	102.4
34: COc1ccccc1CN1CCN(C(=O)COc2cccc(C)c2)CC1
  -0.5	-0.7	1.17	2.5	-2.2	-2.5	2.5	102.0	-5.5	102.7
35: CCCCNC(=O)Nc1ccc(C(O)(C(=O)OCC)C(F)(F)F)cc1 (stereo not drawn)
  -0.1	0.2	1.04	4.4	-1.4	0.5	-0.5	101.3	-1.4	98.4
36: CC1=NN(c2ccccc2)C(=O)/C1=C/c1c(O)[nH]c(=S)[nH]c1=O
  -0.1	2.5	1.13	-38.8	11.2	2.7	-2.7	86.0	3.7	146.4*
37: C=C(C)Cn1c(=O)n(CC2CS2)c2ccccc21 (stereo not drawn)
  -0.3	1.2	1.08	7.7	12.7	-20.0	20.0	88.8	-5.0	93.8
38: COc1ccc(OC)c(C(c2c(O)c3ccccc3oc2=O)c2c(C)n(C)n(-c3ccccc3)c2=O)c1 (stereo not drawn)
  -0.3	4.8	1.18	19.4	-11.2	-2.5	2.5	108.5	-6.7	91.3
39: CCOP(=S)(OCC)c1ccc(N(C)C)cc1
  0.5	1.5	1.15	-2.3	1.5	5.5	-5.5	98.7	-5.6	105.9
40: CCOc1ccc(NC(=O)c2c(C)nn(Cc3ccccc3)c2Cl)cc1
  -0.3	2.4	1	-1.7	-6.7	-1.4	1.4	106.1	1.7	101.0
41: CN(C)C1=NC(N(C)C)=NP(N(C)C)(N(C)C)=N1
  0.3	0.1	0.95	2.9	1.8	10.0	-10.0	98.4	-10.3	99.8
42: CCn1c(O)c(C=Nc2ccc(S(N)(=O)=O)cc2)c(=O)n(CC)c1=S
  -0.3	6.0	0.95	4.0	-4.2	-6.4	6.4	103.7	0.0	96.8
43: COc1ccc(C(CC(=O)N2CCC3(CC2)OCCO3)NS(=O)(=O)c2ccc(F)cc2)cc1 (stereo not drawn)
  -0.1	1.2	1.11	6.9	2.9	1.6	-1.6	97.3	-5.7	99.0
44: Cc1ccc(OP(=O)(O)Oc2ccc(C)cc2)cc1
  -0.1	.	.	-0.2	1.0	-8.8	8.8	99.1	.	104.5
45: CCN1CCN(Cc2cc(OC)c(OC)cc2[N+](=O)[O-])CC1
  -0.2	2.2	1.14	7.5	9.0	1.2	-1.2	92.0	4.9	100.2
46: O=C1C=C2C=C[C@H]3C[C@]2(O1)[C@@H]1CCCCN13
  -0.2	1.8	1.17	8.9	-6.7	-4.4	4.4	106.1	-2.1	90.2
47: OC12ONC(c3ccccn3)C1N1CCC2CC1 (stereo not drawn)
  0.3	3.1	1.33	-10.9	-3.9	-11.6	11.6	103.1	-7.6	110.2
48: C=CCN1C(=O)/C(=C/c2cc(C)n(-c3ccccn3)c2C)C(=O)NC1=S
  -0.3	2.2	1.07	-6.9	4.0	-14.9	14.9	96.5	-4.9	103.5
49: CCN(CC)c1ccc(N=Cc2c(O)n(-c3cc(OC)ccc3OC)c(=O)[nH]c2=O)cc1
  -0.6	1.7	1.36	3.5	6.5	4.6	-4.6	94.0	1.9	103.2
50: FC(F)(F)c1cccc(-n2nnnc2C2(N3CCOCC3)CCCCC2)c1
  -0.2	2.4	1.27	6.6	2.2	3.8	-3.8	98.0	-5.8	99.4
51: CCOC(=O)C(=CNc1ccc(C(O)(C(=O)OCC)C(F)(F)F)cc1C)C(=O)OCC (stereo not drawn)
  -0.5	8.7*	0.48	4.0	11.0	-3.5	3.5	90.2	-7.9	98.5
52: Cc1cc(OCc2nn[nH]n2)c2c3c(c(=O)oc2c1)CCC3
  0.7	1.8	1.18	6.0	3.5	-9.1	9.1	96.8	-2.7	97.2
53: Cc1cccc(C(=O)Nc2ccc(Cl)cc2C(=O)c2ccccc2)c1
  -0.2	6.8	0.97	19.4	-3.5	17.1	-17.1	103.2	-3.3	92.8
54: COc1ccccc1CCNC1CCCC(C)C1 (stereo not drawn)
  -0.4	0.5	1.42	-5.8	2.9	4.4	-4.4	99.4	-4.8	102.6
55: COc1ccc(CCNC2CCCCC2)cc1
  -0.1	-0.8	0.84	4.0	2.5	-17.7	17.7	95.4	-7.9	98.1
56: Cc1cccc(-n2c(=S)[nH]c3ccccc3c2=O)n1
  0.1	2.6	1.25	4.1	0.0	4.5	-4.5	98.7	-4.6	102.3

At a glance, part of the list above.
Below each compound – Hsp70 activator	RAM network inh	NF-kB expr up	STAT3 blocker	STAT1 blocker	APP 5UTR inh	APP 5'UTR act	STAT1 act	FLuc inh counter	STAT3 activator
31: C=CCc1cc(C=C2C(=O)N(C)C(=O)N(C)C2=O)cc(OCC)c1OCc1ccccc1
  -0.2	1.2	1.17	2.6	1.3	9.3	-9.3	98.8	-5.7	98.0
32: Cc1ccc(S(=O)(=O)N2CN3CCN(C3)C2)cc1
  -0.2	1.1	1.37	17.6	10.7	-3.7	3.7	90.3	-9.4	88.0
33: O=Cc1cn(Cc2cccc([N+](=O)[O-])c2)c2ccccc12
  -0.2	1.8	1.14	-0.2	-1.4	12.4	-12.4	101.2	-0.5	102.4
34: COc1ccccc1CN1CCN(C(=O)COc2cccc(C)c2)CC1
  -0.5	-0.7	1.17	2.5	-2.2	-2.5	2.5	102.0	-5.5	102.7

Screens as filed in PubChem.
